# Yeast life ext = yeast lifespan extension; S. cerevisiae growth with nicotinamide, OD615; deaD strain in restrictive glucose medium; inhibition of the nicotinamide effect, % at 10 µM; 130,000 compounds, 0.68% hits;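 active = inhibition above a set limit, placed 3 SD over the median of all compounds, cut at about 26% in these data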;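 note: 0% = nicotinamide-treated wells and 100% = cells grown without nicotinamide; some compounds called inactive have numbers as strong as hits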
#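 assay system = DeaD-strain S. cerevisiae | measured by = absorbance at 615 nm | probe or stimulus = nicotinamide 1.5 mM | buffer or medium = CSMM-D glucose medium, restrictive | times = 48 h at 30 °C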
# MRP-1 activ = activators of MRP-1. H69AR cells + doxorubicin, viability rescue, CellTiter-Glo. viability increase, % at 10 µM. 140,000 compounds, 0.61% hits. AID 799;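 active = viability gain under doxorubicin at or above a set limit, the compound median plus 3 SD, cut at about 4.7% in these data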;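 note: MRP-1 overexpressing cells given doxorubicin 25 µM after compound pretreatment; 18-22 h compound pretreatment then 72 h with doxorubicin before readout; 0% = doxorubicin-only wells and 100% = vehicle-treated cells without doxorubicin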
# GALR2 blocker = blocks the human galanin receptor 2. O43603. GALR2-expressing cells, antagonist mode. inhibition, % at 4 µM. 140,000 compounds, 0.39% hits. AID 828; in the data active = inhibition above about 27%;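 note: cells stimulated with galanin 1-16 at roughly its EC80; 0% = agonist challenge control and 100% = basal control without agonist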
# Target sequence (O43603 whole entry, looked up): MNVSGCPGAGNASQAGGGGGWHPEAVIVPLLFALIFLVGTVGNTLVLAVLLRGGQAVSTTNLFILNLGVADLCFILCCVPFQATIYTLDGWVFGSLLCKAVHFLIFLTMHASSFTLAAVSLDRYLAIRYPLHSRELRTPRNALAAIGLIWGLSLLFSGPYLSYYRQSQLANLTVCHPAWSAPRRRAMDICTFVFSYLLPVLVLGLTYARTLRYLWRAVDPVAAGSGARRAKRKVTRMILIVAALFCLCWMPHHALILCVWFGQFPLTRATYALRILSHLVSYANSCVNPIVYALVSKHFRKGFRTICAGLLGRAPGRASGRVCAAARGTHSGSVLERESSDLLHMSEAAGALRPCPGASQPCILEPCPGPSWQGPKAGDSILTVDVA
# E-sel TNF inh = TNF alpha driven E-selectin expression inhibition. inhibition, % at 2 µM. 120,000 compounds, 0.71% hits. HUVEC TNFa-induced E-selectin immunofluorescence, high content;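 active = inhibition above the batch mean plus 3 SD, and confirmed as a hit on visual image review, cut at about 43% in these data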;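 note: 0% = TNF-stimulated DMSO wells and 100% = unstimulated control wells; not every result past the cut was called active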
# HCT116 PTEN-null = suppresses growth of cells with PTEN deletion. HCT116 PTEN-null viability, CellTiter-Glo, 60 h; stronger effect = lower value. viability, % at 10 µM. 140,000 compounds, 1.2% hits;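 active = viability at or below a set limit, 4 SD under the median of all tested compounds, cut at about 3.7% in these data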;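 note: PTEN knockout HCT116 line with beta catenin targeted HCT116 as companion control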
# HCT116 bCat-KO = beta-catenin-lacking colon tumor cell growth suppression; HCT116 beta-catenin knockout viability, CellTiter-Glo, 60 h; stronger effect = lower value; AID 818; viability, % at 10 µM; 140,000 compounds, 1.5% hits;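 active = viability at or under a set limit, the compound median less 4 SD, cut at about 6% in these data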;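 note: 0% = Hyamine 1622 control at 20 µM and 100% = untreated cell control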
# Measles CPE = protection of cells from measles virus; protection (pct of control), % at 4 µM; Measles virus-infected cells, CPE protection, absorbance; 140,000 compounds, 1.5% hits; AID 841; in the data active = protection mostly above about 24%, no sharp cut-off; inactive = mostly below about 26%; note: some compounds called inactive have numbers as strong as hits
# BB579 growth dn = reduces growth of yeast BB579 in restrictive medium; S. cerevisiae BB579 growth, OD615, 48 h; inhibition, % at 10 µM; AID 804; 140,000 compounds, 0.51% hits;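 active = inhibition above a set limit, 3 SD over the mean compound inhibition, cut at about 44% in these data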; note: inactives centre near -24
#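 Assay system: S. cerevisiae DeaD strain BB579 yeast. Medium: CSMM-D restrictive synthetic medium containing dextrose (glucose). Times: 4 h cell preincubation, 48 h compound exposure, 30 °C humidified. Signal: OD615 turbidity measurement. Benchmarks: positive control amphotericin B 10 µg/mL.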
# Phagocyt inh = blocks phagocytosis by macrophages; J774A.1 macrophage IgG-bead phagocytosis, imaging; inhibition, % at 5 µM; 110,000 compounds, 0.07% hits;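 active = inhibition above the mean of the plate negative controls plus 5 SD, cut at about 13% in these data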;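 note: phagocytic index as fraction of beads internalized from green versus red external bead signal; plate controls were DMSO negative control for no effect and cytochalasin-D positive control for full effect; some results beyond the cut were filed as inactive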
# NPY Y2 blocker = blocks the human neuropeptide Y Y2 receptor | AID 793 | NPY-Y2 expressing cells, antagonist mode | 140,000 compounds, 0.99% hits | P49146 | inhibition, % at 2.7 µM; in the data active = inhibition above about 17%;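 note: 0% = vehicle with agonist challenge and 100% = reference antagonist with challenge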
# Target sequence (P49146 whole entry, looked up): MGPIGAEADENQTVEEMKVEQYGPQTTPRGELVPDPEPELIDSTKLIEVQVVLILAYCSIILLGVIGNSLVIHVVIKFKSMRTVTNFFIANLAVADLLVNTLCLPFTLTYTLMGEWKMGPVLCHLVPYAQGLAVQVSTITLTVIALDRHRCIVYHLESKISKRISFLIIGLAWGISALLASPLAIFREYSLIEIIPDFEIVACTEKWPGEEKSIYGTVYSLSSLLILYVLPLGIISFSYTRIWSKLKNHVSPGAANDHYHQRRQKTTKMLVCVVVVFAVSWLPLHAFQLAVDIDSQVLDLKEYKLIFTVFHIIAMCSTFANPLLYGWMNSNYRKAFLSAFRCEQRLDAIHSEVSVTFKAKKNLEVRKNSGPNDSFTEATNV
# Active calls of the source: *; / = not tested or not shown. Rows were taken by chance; any-hit rate near 6.4%.
SMILES,Yeast life ext,MRP-1 activ,GALR2 blocker,E-sel TNF inh,HCT116 PTEN-null,HCT116 bCat-KO,Measles CPE,BB579 growth dn,Phagocyt inh,NPY Y2 blocker
Cc1oc(-c2ccccc2F)nc1CS(=O)(=O)CC(=O)N1CCc2ccccc21,-2,0.4,9,-2,90,103,6,-32,0,5
O=C(NCCc1ccccc1Cl)C1CCN(S(=O)(=O)c2cccs2)CC1,-8,-3.0,6,4,73,89,26,-15,-1,2
Cn1c(=NC(=O)C2CC2)sc2cc(F)cc(F)c21,-7,-3.8,6,/,96,95,16,-25,0,4
CCC(C)Nc1nc(Cl)nc(NCCOc2ccccc2)n1 (stereo unspecified),1,-0.7,2,3,72,84,3,-59,-12,12
COCCN(Cc1cc2cc(C)cc(C)c2nc1Cl)C(=O)Nc1ccccc1,-4,-0.5,3,-19,25,27,7,-75,0,12
Cc1ccc(OC(=O)c2cccc(S(=O)(=O)N(C)C)c2)c(-n2nc3ccccc3n2)c1,-8,-0.7,-5,-9,69,68,3,-41,0,12
CC1CCN(S(=O)(=O)c2cccc(C(=O)Nc3nccs3)c2)CC1,-17,-3.1,4,-30,73,80,16,-10,7,4
COc1nnc(-c2ccc(N3CCOCC3)c(NC(C)=O)c2)c2ccccc12,-10,-1.4,1,-6,85,84,14,1,-3,2
Cc1ccc(C2=NN(S(C)(=O)=O)C(c3cccs3)C2)cc1 (stereo unspecified),-27,-1.2,13,/,90,91,2,-36,/,1
CCn1c(CCNC(=O)c2ccc(OC)c(OC)c2)nc2ccccc21,-4,-2.8,3,-17,105,101,30,-28,/,0
CC1CCC(C(C)C)C2=C1C(C#N)(C#N)C(C#N)(C#N)C(c1ccccc1)N2 (stereo unspecified),-7,-3.9,-7,-2,87,82,6,-21,1,1
CC(C)C(NC(=O)c1ccccc1)c1nnc(SCC(=O)Nc2nccs2)n1C (stereo unspecified),-22,-1.9,-6,-12,114,111,11,3,-1,2
CC(=O)c1cccc(NC(=O)Nc2ccc(C)cc2)c1,-6,0.7,6,9,106,106,9,-28,-1,1
COc1ccc(S(=O)(=O)N(C)CC(=O)N2CCC(C)CC2)cc1Cl,5,-0.3,11,-2,107,94,2,-44,2,1
Nc1c(O)ccc2c1C(=O)c1ccccc1C2=O,15,-0.9,-6,/,92,88,9,-46,-8,4

# Some entries already given, showing only Measles CPE:
Compound | Measles CPE
O=C(NCCc1ccccc1Cl)C1CCN(S(=O)(=O)c2cccs2)CC1 | 26
COc1nnc(-c2ccc(N3CCOCC3)c(NC(C)=O)c2)c2ccccc12 | 14
CC(=O)c1cccc(NC(=O)Nc2ccc(C)cc2)c1 | 9
Cc1ccc(C2=NN(S(C)(=O)=O)C(c3cccs3)C2)cc1 (stereo unspecified) | 2
CC(C)C(NC(=O)c1ccccc1)c1nnc(SCC(=O)Nc2nccs2)n1C (stereo unspecified) | 11

# Continuation:
SMILES,Yeast life ext,MRP-1 activ,GALR2 blocker,E-sel TNF inh,HCT116 PTEN-null,HCT116 bCat-KO,Measles CPE,BB579 growth dn,Phagocyt inh,NPY Y2 blocker
O=C(/C=C/c1ccccc1)N/C(=C\c1ccco1)C(=O)NCCO,22,-1.7,-2,-37,99,102,7,-23,/,5
CC(=O)NNc1cccc(Cl)n1,-9,-3.0,-4,-12,92,87,12,-33,-2,1
O=C(CSc1ccccc1C(=O)NCc1ccccc1)NC1CCCCCCC1,0,-2.1,7,/,73,89,24,-3,-7,8
CCNc1nc(NCC)n2c(SCC(=O)N(CC)C3CCCCC3)nnc2n1,5,-3.3,-11,/,89,93,25,-34,-5,0
COCCn1c(=O)[nH]c(=O)c2c(C(F)(F)F)cc(-c3cccs3)nc21,-7,-3.6,-2,-10,77,88,8,3,-14,3
CC(C)C(=O)Nc1cccc2nsnc12,-9,1.9,2,37,68,72,6,-52,0,-1
CCn1c(CCNC(=O)c2ccc(Cl)cc2Cl)n[nH]c1=S,-7,-2.9,-2,-8,91,81,13,-27,/,4
CCN(CC)S(=O)(=O)c1ccc(Cl)c(NC(=O)COC(=O)c2cc(-c3ccccc3Cl)nc3ccccc23)c1,4,-2.4,-9,/,88,92,5,-45,-3,2
Brc1cccc(OCCCCN2CCCCC2)c1,1,-2.7,6,9,91,72,16,-13,-6,4
Cc1cc(/C=N/O)c(C)n1-c1ccc(Br)cc1,-7,-3.0,-4,/,92,95,10,-9,0,0
C=CCC(Nc1ccco1)c1ccccc1 (stereo unspecified),-16,-1.2,14,-16,91,96,4,-59,4,1
CCOC(=O)N1CCC(N(C(=O)Nc2ccc(Cl)c(Cl)c2)C(C)CC)CC1 (stereo unspecified),-15,0.9,5,9,60,64,16,-44,-1,1
O=c1c2sccc2[nH]c(=S)n1Cc1ccccc1,1,-1.2,-1,20,99,93,11,1,0,3
COC(=O)Nc1ccc([N+](=O)[O-])cc1OC,-4,0.6,1,/,93,89,15,-6,-13,0
Nn1c(SCC(=O)Nc2nc3ccccc3s2)nncc1=O,6,-1.8,0,/,85,87,7,-20,-4,0
CCOC(=O)c1c(C)[nH]c(C(=O)Cn2c(=O)c3c(ncn3CC)n(Cc3ccccc3)c2=O)c1C,-5,1.7,-9,16,88,78,4,-36,/,-2
COCCN1C(=O)/C(=C/c2ccc(OCc3ccc(C(=O)O)cc3)c(OC)c2)SC1=Nc1ccccc1,8,-0.4,-7,4,62,67,5,-62,-3,7
Nc1nnc(SC2CC(=O)N(c3ccccc3)C2=O)s1 (stereo unspecified),-11,-2.6,6,7,105,114,3,-8,0,1
Cc1ccc(C(=O)N2CCN(c3ccccc3)CC2)cc1S(=O)(=O)N1CCCC1,-7,-1.6,7,-29,74,72,5,-23,1,2
CC(C)C(=O)Nc1ccc(NC(=O)c2ccco2)cn1,-6,1.1,12,-47,93,100,55*,-15,-1,2
CN(c1cccc(Cl)c1)S(=O)(=O)c1cccc(C(=O)Nc2ccc3c(c2)CCC3)c1,3,-1.9,-1,3,48,37,4,-21,-13,3
CCCN1CCC(NC(=S)Nc2ccc(C(=O)OCC)cc2)CC1,-1,-4.0,-1,/,83,75,35,-17,-5,1
COc1ccc(/C=N/NC(=O)CN(C2=NS(=O)(=O)c3ccccc32)c2ccccc2)cc1,8,-0.8,9,/,93,93,8,-49,4,5
Cc1ccc(S(=O)(=O)Cc2ccc(C(=O)O)o2)cc1,-4,-3.5,-2,8,94,91,19,-6,-1,1
COC(=O)C1=C(C(=O)OC)C(c2cc(Cl)ccc2O)c2sc(=O)[nH]c2S1 (stereo unspecified),49,-4.4,1,8,99,104,23,-39,-5,2
S=C(NN=C(C1CC1)C1CC1)Nc1ccccc1,/,-1.9,19,5,92,109,4,-3,/,1
Cc1cccnc1NC(=O)Cn1nc(C)c([N+](=O)[O-])c1C,-14,-1.8,-8,-13,114,106,9,6,-1,1
O=S(=O)(/N=S1/CC=CCN1S(=O)(=O)c1ccccc1)c1ccccc1 (stereo unspecified),-4,-1.4,1,-16,95,98,4,-70,1,-2
Nc1nc2n(n1)C(c1ccco1)CC(c1ccc(F)cc1)N2 (stereo unspecified),-6,-1.1,0,/,111,108,31,-22,0,3
CCc1ccccc1N1C(=O)c2cccc3c(N4CCOCC4)c([N+](=O)[O-])cc(c23)C1=O,-2,-3.1,-29,-26,70,60,11,-19,/,1

# 2 records drawn at random from the list so far:
SMILES,Yeast life ext,MRP-1 activ,GALR2 blocker,E-sel TNF inh,HCT116 PTEN-null,HCT116 bCat-KO,Measles CPE,BB579 growth dn,Phagocyt inh,NPY Y2 blocker
CCOC(=O)c1c(C)[nH]c(C(=O)Cn2c(=O)c3c(ncn3CC)n(Cc3ccccc3)c2=O)c1C,-5,1.7,-9,16,88,78,4,-36,/,-2
Cc1ccc(C(=O)N2CCN(c3ccccc3)CC2)cc1S(=O)(=O)N1CCCC1,-7,-1.6,7,-29,74,72,5,-23,1,2

# Printed as active in Measles CPE, of those listed so far:
canonical_smiles	Yeast life ext	GALR2 blocker	E-sel TNF inh	Measles CPE	BB579 growth dn	Phagocyt inh	NPY Y2 blocker
CC(C)C(=O)Nc1ccc(NC(=O)c2ccco2)cn1	-6	12	-47	55*	-15	-1	2

# The main list resumes with the four entries that preceded the break.
SMILES,Yeast life ext,MRP-1 activ,GALR2 blocker,E-sel TNF inh,HCT116 PTEN-null,HCT116 bCat-KO,Measles CPE,BB579 growth dn,Phagocyt inh,NPY Y2 blocker
Cc1cccnc1NC(=O)Cn1nc(C)c([N+](=O)[O-])c1C,-14,-1.8,-8,-13,114,106,9,6,-1,1
O=S(=O)(/N=S1/CC=CCN1S(=O)(=O)c1ccccc1)c1ccccc1 (stereo unspecified),-4,-1.4,1,-16,95,98,4,-70,1,-2
Nc1nc2n(n1)C(c1ccco1)CC(c1ccc(F)cc1)N2 (stereo unspecified),-6,-1.1,0,/,111,108,31,-22,0,3
CCc1ccccc1N1C(=O)c2cccc3c(N4CCOCC4)c([N+](=O)[O-])cc(c23)C1=O,-2,-3.1,-29,-26,70,60,11,-19,/,1
Cc1ccc(Nc2nnc(SCC(=O)Nc3ccc(S(=O)(=O)N4CCOCC4)cc3)s2)cc1,-4,-4.6,6,17,85,84,11,-46,4,-3
COc1cc(C2C3C(=O)N(Cc4ccccc4)C(=O)C3ON2c2ccccc2)cc(OC)c1O (stereo unspecified),-11,-4.4,-5,/,71,66,5,13,1,-1
N#Cc1cc2c(nc1SCc1ccncc1)CCC2,-6,-1.7,-6,-2,81,77,5,-61,0,-2
O=C(Nc1cccc(OCC(=O)N2CCOCC2)c1)C1CCCCC1,-7,-0.1,7,-2,99,88,14,-51,2,-2
Cc1ccc(/C=N\NC(=O)Cn2nnc3ccccc32)o1,-3,-0.6,7,4,108,109,27,-22,0,0
CCc1cc(=O)oc2c(CN3CCN(C)CC3)c(O)c(Cl)cc12,-14,0.9,-22,-9,94,86,28,-33,-1,6
Cc1cc(C(=O)CSc2nnc(-c3ccc(Cl)cc3)n2C)c(C)n1CC1CCCO1 (stereo unspecified),5,-2.8,2,1,88,81,4,-33,/,4
CCc1ccc(S(=O)(=O)NCc2csc(C)n2)s1,/,-1.1,2,-9,93,81,13,-15,/,2
CCc1cc2cc(C(=O)N3CCN(c4ccccc4)CC3)sc2s1,-5,-0.4,-9,-1,91,85,15,-46,/,9
CN(C)CCNC(=O)CNC(=S)N(Cc1ccccc1)Cc1cccnc1,0,0.0,10,/,100,97,12,5,-5,3
Cc1nc2ccc(NC(=O)c3ccc(F)c(S(=O)(=O)N4CCOCC4)c3)cc2s1,-5,-3.0,10,-9,94,92,11,-34,-2,2
Cc1cc[n+](-c2nc3ccccc3nc2C(=C=[N-])C#N)cc1,-14,2.1,10,-9,100,112,11,-35,1,-1
O=C(Nc1ccccc1)c1ccc(-c2ccccc2Cl)o1,-2,-1.1,7,/,83,83,5,-42,/,8

# Bioassay records from PubChem.
